Screening results as filed in PubChem BioAssay.
influenza NS1A: H1N1 influenza NS1A inhibitors, functional cell based assay (AID 504329). NS1A functional cell-based assay, percent inhibition; higher % means a stronger effect. inhibition, % at 12.5 µM, or IC50 in µM where a hit was titrated. 340,000 tested, 0.3% active; in the data active = a potency from the dose series; inconclusive = inhibition above about 27% without an active follow-up result; also: strong numbers were not always called active
M. tuberculosis: growth inhibition of non-replicating M. tuberculosis (AID 488890). Mycobacterium tuberculosis non-replicating, growth inhibition; higher % means a stronger effect. one-dose inhibition, % at 25 µM; IC50 in µM for titrated hits. 320,000 tested, 0.39% active; in the data active = a potency from the dose series; inconclusive = inhibition mostly from about 82% at the one dose, without a potency; inactive = the rest, 99 in 100 with inhibition below about 76%;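 also: plate controls were DMSO cells for no effect and high antibiotic wells for full effect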
VEEV TC-83 Vero: inhibitors of VEEV TC-83 cytopathic effect, confirmation, Vero cells (AID 588727). Vero cells, VEEV TC-83 cytopathic effect inhibition; higher % means a stronger effect. inhibition, % at 20 µM, or IC50 in µM where a hit was titrated. 350,000 tested, 0.13% active; in the data active = a potency from the dose series; inconclusive = inhibition mostly from about 14% at the one dose, without a potency; inactive = the rest, 99 in 100 with inhibition below about 12%; also: strong numbers were not always called active
Salmonella PhoP GFP: PhoP regulon inhibitors, Salmonella typhi PhoP promoter GFP reporter, confirmatory (AID 1850) | Salmonella Typhi PhoP-promoter GFP reporter, fluorescence, 4 h; higher % means a stronger effect | inhibition, % at 50 µM, or IC50 in µM where a hit was titrated | 310,000 tested, 0.33% active; in the data active = a potency from the dose series; inconclusive = inhibition mostly from about 25% at the one dose, without a potency; inactive = the rest, 99 in 100 with inhibition below about 19%;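 also: 0% = induced wells with vehicle and 100% = uninduced wells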
M. tuberculosis HTS: M. tuberculosis growth inhibition, HTS (AID 449762); one-dose inhibition, % at 25 µM; IC50 in µM for titrated hits; 330,000 tested, 0.59% active; M. tuberculosis H37Rv growth inhibition, 7H9 media; higher % means a stronger effect; in the data active = a potency from the dose series; inconclusive = inhibition above about 70% without an active follow-up result;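 also: bacterial growth assessed after seven days of incubation; strong numbers were not always called active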
VEEV TC-83 Vero 10K pilot screen: recorded beside VEEV TC-83 Vero, whose call it bears; inhibition, %; measured here: 10K pilot screen inhibition
Numbers without * were called inactive; i = inactive; u = inconclusive; x = not tested or not shown.

SMILES	influenza NS1A	M. tuberculosis	VEEV TC-83 Vero	Salmonella PhoP GFP	M. tuberculosis HTS	others
Cc1ccc(NC(=O)CO/N=C(\N)c2nonc2N)cc1	-3%	-13%	i	1%	-5%
O=C1CCCc2[nH]nc(-c3cccnc3)c21	-1%	8%	i	-19%	1%
CCSc1oc(-c2ccco2)nc1S(=O)(=O)c1ccc(C)cc1	-8%	16%	0.1%	-8%	6%
COc1cc(NC(=O)CCc2nnc3ccc(NCc4ccco4)nn23)cc(OC)c1	3%	2%	3.2%	-3%	10%
Cc1ccc(NC(=O)COC(=O)C2CCC(=O)N2)c([N+](=O)[O-])c1 (centres undefined)	-9%	-1%	0.5%	-4%	-3%
COc1ccc(S(=O)(=O)NC2CCCC2)c(OC)c1	1%	45%	7.5%	2%	-17%
COc1ccc(CCNC(=O)c2ccc3c(c2)N(Cc2ccc(C)cc2)CCS3)cc1OC	12%	-4%	6.0%	3%	0%
CC(C)N1CCc2c(sc(NC(=O)c3ccc(S(=O)(=O)N4CCCCC4C)cc3)c2C(N)=O)C1 (centres undefined)	-4%	5%	u	2%	2%
COc1cc(CC(=O)Nc2cccc(SC)c2)cc(OC)c1OC	-5%	-9%	0.4%	0%	-4%
CC(=O)c1ccc(S(=O)(=O)N2CCN(c3nc4c(C)c(C)ccc4cc3C#N)CC2)cc1	-1%	18%	i	-8%	1%
Cc1ccc(C(=O)Nc2ncc(Cc3ccccc3)s2)o1	-3%	32%	2.3%	1%	-12%
O=C(CN1C(=O)NC2(CCCCC2)C1=O)Nc1cccc(S(=O)(=O)N2CCOCC2)c1	-7%	3%	0.5%	-3%	3%
CCCCN(CCCC)C(=S)NC(=O)c1ccccc1Cl	-11%	-8%	0.9%	-14%	-3%
O=C(COC(=O)C1CCN(S(=O)(=O)c2cccc3cccnc23)CC1)c1ccc([N+](=O)[O-])cc1	1%	2%	3.9%	21%	1%
COc1ccc(NC(=O)c2c(NC(=O)CCC(=O)O)sc3c2CCCCC3)cc1	-8%	18%	i	-11%	3%
CC1=CS(=O)(=O)CC1Sc1nc2ccccc2[nH]1 (centres undefined)	-10%	10%	0.6%	0%	-1%
O=c1c2ccccc2nc(/C=C/c2ccc(Br)cc2)n1CCO	x	15%	8.5%	4%	0%
COc1ccc([N+](=O)[O-])cc1N(CC(=O)NCCC1=CCCCC1)S(C)(=O)=O	2%	17%	1.3%	1%	-4%
O=C1C2C(C(=O)N1c1ccncc1)C1C=CC2C12CC2 (centres undefined)	-18%	-6%	0.2%	1%	5%
Cc1ccc(-n2c(O)c(/C=N/NC(=O)c3ccncc3)c(=O)[nH]c2=O)cc1	13%	47%	i	-4%	u
O=C(COC(=O)C1C2CC3OC(=O)C1C3C2)Nc1ccccc1 (centres undefined)	-8%	4%	0.2%	5%	-2%
COc1cc2c(cc1NC(=O)c1cccnc1)oc1ccccc12	0%	22%	6.9%	-12%	-8%	VEEV TC-83 Vero 10K pilot screen=6.5
OCCNc1nc(Nc2ccc(Cl)cc2)nc(N2CCCC2)n1	6%	10%	4.0%	-33%	u	VEEV TC-83 Vero 10K pilot screen=4.4
COC(=O)CN(c1ccccn1)S(=O)(=O)c1ccccc1	15%	4%	0.3%	2%	1%
O=C(CCc1nnc(CCCc2ccccc2)o1)NCCN1CCOC1=O	-5%	-17%	i	-5%	1%	VEEV TC-83 Vero 10K pilot screen=2.0

The final two records of the part before open the next one.
SMILES	influenza NS1A	M. tuberculosis	VEEV TC-83 Vero	Salmonella PhoP GFP	M. tuberculosis HTS	others
COC(=O)CN(c1ccccn1)S(=O)(=O)c1ccccc1	15%	4%	0.3%	2%	1%
O=C(CCc1nnc(CCCc2ccccc2)o1)NCCN1CCOC1=O	-5%	-17%	i	-5%	1%	VEEV TC-83 Vero 10K pilot screen=2.0
COc1ccc(C2(C)NC(=O)NC2=O)cc1OC (centres undefined)	5%	6%	i	7%	-5%
CC(C)(C)c1ccc(/C=C/C(=O)N2CCc3ccccc3C2)cc1	10%	11%	9.2%	19%	4%
COC(=O)CCn1nc(-c2ccc(Cl)cc2)c2ccccc2c1=O	0%	74%	i	-3%	u
COc1ccc(C(=O)CN2C(=O)NC(C)(c3ccc(C)cc3)C2=O)cc1OC (centres undefined)	5%	3%	8.8%	-33%	3%
COCOc1cc(O)c(C(=O)/C=C/c2ccccc2)c(OCOC)c1	3%	49%	8.9%	4%	2%
CCCNS(=O)(=O)c1ccc(OCC(=O)N(C)Cc2ccccc2)cc1	12%	-3%	0.5%	2%	6%
COc1ccc(NC(=S)N(CCCN2CCCCCC2)Cc2cccs2)cc1	3%	20%	0.4%	1%	6%
COc1ccc(NC(=O)CCCn2cnc3ccccc3c2=O)cc1	26%	17%	i	2%	10%
O=C(COC(=O)CSc1cc(Cl)ccc1Cl)Nc1ncc(C(F)(F)F)cc1Cl	-2%	12%	0.6%	-2%	-2%	VEEV TC-83 Vero 10K pilot screen=0.7
O=C(CSC1=NCCS1)Nc1nc2c(s1)CCCC2	-2%	1%	3.1%	24%	-9%
C=CCN(c1ccccc1OC)S(=O)(=O)c1cccc(C(=O)OCC(=O)N2CCOCC2)c1	-1%	0%	1.5%	x	11%
CCCCN(C(=O)C1CCC1)c1c(N)n(Cc2ccccc2)c(=O)[nH]c1=O	-5%	-4%	i	x	-12%
CCCCCCNS(=O)(=O)c1ccc(Cl)s1	-4%	59%	i	-1%	-6%
COc1cc(OC)cc(C(=O)NNC(=O)CCNS(=O)(=O)c2ccc(Br)cc2)c1	0%	-3%	9.0%	x	1%
O=C(Nc1ccnn1C1CCN(CC2CC=CCC2)CC1)c1ccccc1Cl (centres undefined)	-5%	13%	3.7%	5%	5%
O=C(NNC(=O)c1ccccc1C(=O)O)c1ccc(S(=O)(=O)N2CCCCC2)cc1	4%	x	1.0%	x	x
CN1CCN(S(=O)(=O)c2ccc(Oc3cccc(C(F)(F)F)c3)nc2)CC1	-4%	-15%	0.1%	6%	-8%
Cc1ccc(S(=O)(=O)NCC(=O)N/N=C/c2ccc(Cl)cc2)cc1	-4%	5%	0.3%	4%	2%
Clc1ccc2nc3c4ccccc4cnn3c2c1	1%	45%	0.7%	-2%	6%
c1cc2c(cc1-c1csc(NNC3=NCCCCC3)n1)OCCO2	x	4%	x	0%	1%
Cn1c(SCc2nc3cc(C(=O)O)ccc3c(=O)[nH]2)nnc1C(F)(F)F	7%	6%	i	-16%	3%
COCc1cc(C)nc(SCC(=O)Nc2ccc3[nH]c(=O)[nH]c3c2)c1C#N	3%	8%	0.4%	-7%	-1%
COc1cccc(OCCn2cc(/C=N/NC(=O)c3ccncc3)c3ccccc32)c1	19%	59%	2.2%	-17%	u
CC(C)(COC(=O)c1ccccc1)N1CC2CCC(C1)O2	-3%	x	0.3%	x	x
CCCN1C(=O)C(=O)c2cc(Cl)ccc21	-17%	62%	0.2%	x	9%

Gathered by group, the entries above containing a COOH group.
SMILES	influenza NS1A	M. tuberculosis	VEEV TC-83 Vero	Salmonella PhoP GFP	M. tuberculosis HTS	others
COc1ccc(NC(=O)c2c(NC(=O)CCC(=O)O)sc3c2CCCCC3)cc1	-8%	18%	i	-11%	3%
O=C(NNC(=O)c1ccccc1C(=O)O)c1ccc(S(=O)(=O)N2CCCCC2)cc1	4%	x	1.0%	x	x
Cn1c(SCc2nc3cc(C(=O)O)ccc3c(=O)[nH]2)nnc1C(F)(F)F	7%	6%	i	-16%	3%

(next part)
SMILES	influenza NS1A	M. tuberculosis	VEEV TC-83 Vero	Salmonella PhoP GFP	M. tuberculosis HTS	others
Cc1cccc(NCc2nc3ccccc3n2Cc2ccccc2)c1	-12%	37%	i	5%	-11%
COC(=O)c1cc2c(ccn2-c2ccc(F)cc2)n1C(C)C	5%	-6%	1.8%	6%	38%
Cc1ccc(C(C(=O)NC(C)(C)C)N(C(=O)CCC(=O)Nc2ccccn2)c2ccccc2F)cc1 (centres undefined)	4%	36%	3.1%	2%	8%
CN(Cc1ccccc1)C(=O)c1nc2ccccn2c1CN1CCCC1c1nccs1 (centres undefined)	9%	9%	2.7%	-4%	-9%
CC(c1ccccc1)[n+]1ccccc1 (centres undefined)	-1%	4%	0.2%	13%	-2%
Cc1ccc2[nH]c(C)c(CCNC(=O)c3cc4cc([N+](=O)[O-])ccc4oc3=O)c2c1	1%	9.2µM*	7.9%	-5%	8.5µM*
CC(C)(C#N)Nn1cnnc1	3%	-3%	0.4%	-2%	-5%	VEEV TC-83 Vero 10K pilot screen=0.2
O=c1c2ccccc2c(-c2ccc(F)cc2)nn1-c1ccc(C(F)(F)F)cc1	-10%	13%	4.5%	8%	68%
COc1cc(CNc2ccc3c(c2)OCCO3)ccc1OCC(N)=O	1%	11%	1.8%	-30%	4%
O=C(CNC(=O)C1CCCCC1)NNC(=O)c1ccccc1Br	17%	-8%	1.1%	-5%	-4%
CCOC(=O)CC(N)c1ccc(OC)cc1 (centres undefined)	0%	-12%	1.3%	5%	-10%	VEEV TC-83 Vero 10K pilot screen=0.1
CCOC(=O)N1CCN(CCCc2ccccc2)CC1	-3%	7%	i	-5%	-4%
CC1CCCN(C(=O)C2CCN(c3nc(-c4ccccc4)nc4c3CCC4)CC2)C1 (centres undefined)	-7%	-3%	6.5%	12%	9%
COC(=O)COc1ccc2c(=O)c(-c3ccccc3OC)coc2c1	-4%	7.9µM*	i	3%	u
Cc1cc(C)n(-c2cc(N3CCN(S(=O)(=O)c4ccc(C)c(C)c4)CC3)ccc2[N+](=O)[O-])n1	-15%	4%	0.1%	-3%	16%
Cc1ccccc1S(=O)(=O)Cc1ccc(C(=O)NCCN2CCN(Cc3ccccc3)CC2)o1	-16%	6%	i	-6%	-7%
Clc1ccc(-c2nc(NCCCN3CCOCC3)c3ccccc3n2)cc1	x	53%	5.0%	6%	34%
COc1cc(OC)c2c(-c3cccc(-c4ccc(N(C)C)cc4)c3)cc(=O)oc2c1	2%	x	5.3%	x	x

In the list so far, 4 contain a thiophene ring, fused or not.
SMILES	influenza NS1A	M. tuberculosis	VEEV TC-83 Vero	Salmonella PhoP GFP	M. tuberculosis HTS	others
CC(C)N1CCc2c(sc(NC(=O)c3ccc(S(=O)(=O)N4CCCCC4C)cc3)c2C(N)=O)C1 (centres undefined)	-4%	5%	u	2%	2%
COc1ccc(NC(=O)c2c(NC(=O)CCC(=O)O)sc3c2CCCCC3)cc1	-8%	18%	i	-11%	3%
COc1ccc(NC(=S)N(CCCN2CCCCCC2)Cc2cccs2)cc1	3%	20%	0.4%	1%	6%
CCCCCCNS(=O)(=O)c1ccc(Cl)s1	-4%	59%	i	-1%	-6%
